Screening results from PubChem BioAssay.
P. falciparum M17LAP – P. falciparum M17LAP inhibitors, primary screen, biochemical, fluorogenic H-Leu-NHMec substrate, 1536-well (AID 1619) | recombinant M17LAP, H-Leu-NHMec fluorogenic kinetic assay; higher % means a stronger effect | inhibition, % at 30 µM, or IC50 in µM where a hit was titrated | 0.38% of 220,000 active;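 active = compound inhibiting the enzyme by more than half at any dose during confirmatory dose-response retesting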;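 also: plate controls were full reaction with DMSO carrier for no effect and no enzyme background for full effect; strong numbers were not always called active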
KOR beta-arrestin-1 – kappa opioid receptor blockers – cell-based, luminescence, uHTS (AID 1778); KOR beta-arrestin recruitment, luminescence, antagonist mode; higher % means a stronger effect; 0.091% of 290,000 active; one-dose inhibition, % at 10 µM; IC50 in µM for titrated hits; also: strong numbers were not always called active
NOD2 inhibition – inhibition of NOD2-driven NF-kB reporter – cell-based, luminescence, uHTS, HEK293 (AID 1566); HEK293 NOD2/NF-kB luciferase reporter, luminescence; higher % means a stronger effect; inhibition, % at 4 µM; hits with a dose series show EC50 in µM; 0.63% of 290,000 active; also: many of its hits are not listed in these tables
NOD1 NF-kB reporter – NOD1 signaling inhibitors, primary screen, cell-based, luminescence, uHTS (AID 1578); 1% of 290,000 active; NOD1-driven NF-kB luciferase reporter cells, luminescence; higher % means a stronger effect; inhibition, % at 4 µM, or EC50 in µM where a hit was titrated; in the data active = inhibition mostly above about 36%, no sharp cut-off; inactive = mostly below about 34%;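 also: HEK-293T reporter cells stimulated with the NOD1 agonist gamma-tri-DAP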
GPR55 activation – selective activators of receptor GPR55 – imaging, U2OS cells, beta-arrestin-GFP redistribution, primary screen (AID 1961). 0.048% of 290,000 active. activation, % at 10 µM; hits with a dose series show EC50 in µM. U2OS GPR55 beta-arrestin-GFP redistribution imaging; higher % means a stronger effect;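 active = activation above 40% with more than 50 cells counted in the well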;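 also: U2OS osteosarcoma cells stably expressing GPR55 and beta-arrestin-GFP; plate controls were DMSO negative control for no effect and LPI positive control for full effect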
Dynein cargo inh – blocks dynein driven cargo transport along microtubules; 3617.4 mouse cells, GR-EGFP nuclear translocation imaging; test concentration mostly 20 µM; stimulated with dexamethasone, 1 µM; stronger effect = lower value; z-score, hits read low; 0.47% of 220,000 active; AID 1381;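 active = plate z-score of nuclear minus cytoplasmic receptor signal below a set negative limit, without overly bright fluorescence or cell loss, cut at about -3.5 in these data, passing the limit was not always enough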;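 also: z-score of nuclear minus cytoplasmic ring GR-EGFP intensity difference per well; some compounds called inactive have numbers as strong as hits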
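Also added – dexamethasone, 1.0 µM final · Buffer or medium – tet-free, stripped-serum medium · Schedule – induction 48 h, compound 1 h, agonist 30 min · Detection – formaldehyde fixation, Hoechst nuclear stain, 10x automated fluorescence imaging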
KOR beta-arrestin-2 – kappa opioid receptor activators – cell-based, luminescence, uHTS, primary screen (AID 1777). KOR beta-arrestin recruitment, luminescence; higher % means a stronger effect. 0.02% of 280,000 active. activation, % at 10 µM, or EC50 in µM where a hit was titrated; in the data active = activation above about 50%, passing the limit was not always enough; also: a part of the inactive calls stands beside numbers as strong as those of hits
AID2073 – inhibitors of Mint1-CaV2.2 protein interaction, biochemical, HTRF (AID 2073) | HTRF protein-protein interaction, Mint1-CaV2.2; higher % means a stronger effect | one-dose inhibition, % at 20 µM; IC50 in µM for titrated hits | 0.19% of 290,000 active; in the data active = inhibition mostly above about 51%, no sharp cut-off; also: some results filed as inactive read as strong as hits
M1AAP inhibition – P. falciparum M1AAP inhibitors, biochemical, fluorogenic H-Leu-NHMec substrate, 1536-well (AID 1445). recombinant M1AAP, H-Leu-NHMec fluorogenic kinetic assay; higher % means a stronger effect. inhibition, % at 30 µM; hits with a dose series show IC50 in µM. 0.42% of 220,000 active;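 active = primary inhibition above the hit cutoff, then over 50% inhibition at one or more dose response concentrations, cut at about 23% in these data, passing the limit was not always enough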;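 also: plate controls were DMSO full reaction for no effect and no enzyme background for full effect; strong numbers were not always called active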
Dynein cargo inh cytoplasmic EGFP – second read-out of Dynein cargo inh, no call of its own (marks repeat the call); z-score; measured here: cytoplasmic GR-EGFP intensity; stronger effect = higher value
Dynein cargo inh nuclear GR-EGFP – further read-out of Dynein cargo inh, marked with its call; z-score; measured here: nuclear GR-EGFP intensity;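 lower value marks the stronger effect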
Dynein cargo inh cell count – second read-out of Dynein cargo inh, no call of its own (marks repeat the call); z-score; measured here: cell count per field
* marks the source's active call; other numbers are inactive results; . = no result given; [ ] = dose if it differs, or a comment. Rule as the data show it, unless noted: active = inhibition above about 50%; inactive = the rest. An excerpt. The share of hits here may be higher or lower than overall.

SMILES	P. falciparum M17LAP	KOR beta-arrestin-1	NOD2 inhibition	NOD1 NF-kB reporter	GPR55 activation	Dynein cargo inh	Dynein cargo inh cytoplasmic EGFP	Dynein cargo inh nuclear GR-EGFP	Dynein cargo inh cell count	KOR beta-arrestin-2	AID2073	M1AAP inhibition
Cc1ccc2cc(CN(Cc3nnnn3C3CCCCC3)CC3CCCO3)c(=O)[nH]c2c1 (stereo not drawn)	10%	6%	6%	1%	0.6%	-1.3	-0.29	-0.42	0.47	4.8%	2%	6%
COc1ccc(N(CC(=O)NCCc2ccc(Cl)cc2)S(=O)(=O)c2c(C)[nH]c(=O)[nH]c2=O)cc1	-1%	-30%	17%	-5%	-0.4%	1.2	-0.26	0.2	0.24	-1.3%	-6%	5%
Cc1ccc(C(=O)NCCc2nnc3c(C(F)(F)F)cc(Cl)cn23)o1	.	-52%	8%	-6%	-0.1%	.	.	.	.	3.8%	5%	.
COc1cc(C(=O)NCc2ccc(-c3nc4ccccc4o3)cc2)cc(OC)c1OC	0%	-25%	-10%	-33%	-0.1%	0.58	-0.22	0.49	0.39	37%	24%	-1%
CCN1/C(=C2/SC(=S)N(NC(C)=O)C2=O)Sc2ccccc21	.	-19%[20 µM]	2%	-16%	-0.2%	.	.	.	.	-0.5%	-4%	.
O=C(NCC(=O)N(CC1CCCO1)C1(C(=O)NC2CCCCC2)CCCCC1)c1ccccc1 (stereo not drawn)	32%	-3%	14%	14%	-0.1%	0.12	-0.25	0.24	0.034	-5.8%	4%	8%
Cc1ccc(C)c(OCc2cc(C(=O)NC3CCOC(C)(C)C3)no2)c1 (stereo not drawn)	.	23%	-8%	-55%	0.3%	.	.	.	.	-0.2%	10%	.
CC(C)COc1ccc(C(=O)NC(CC(C)C)C(=O)O)cc1 (stereo not drawn)	16%	8%	8%	6%	-0.2%	-0.74	-0.19	-0.11	-0.51	1.6%	-3%	2%
COC(=O)c1ccc(C#Cc2ccccc2)o1	-4%	-18%	-12%	-14%	-0.2%	-0.38	-0.058	-0.19	-0.21	-3.1%	0%	2%
Cc1n[nH]c(C)c1CCC(=O)N/N=C/c1cccs1	3%	0%	9%	8%	0.8%	1.6	-0.31	0.35	0.22	-1.7%	-6%	0%
Nc1nnc(SCC(=O)Nc2cc(S(=O)(=O)N3CCOCC3)ccc2Cl)s1	15%	-12%	3%	-24%	-0.4%	0.63	-0.26	0.62	-0.69	2.2%	0%	19%
CN(C)S(=O)(=O)c1cc(NC(=O)COC(=O)C2COc3ccccc3O2)ccc1Cl (stereo not drawn)	6%	16%	-5%	-31%	0.7%	0.97	-0.087	0.16	-0.9	-7.6%	-6%	4%
CCCCOC(=O)Nc1nnc(CC)s1	7%	-34%	-22%	-10%	0.0%	-0.38	-0.26	0.13	0.64	2.4%	4%	-2%
COC(=O)c1cnn(-c2ccc(Cl)cc2)c1/C=N/NC(N)=S	2%	-5%	-6%	6%	1.1%	0.71	0.0098	0.33	-0.43	5.0%	-8%	0%
Cc1cccc(CS(=O)(=O)c2ncc(Cl)c(C(=O)NCc3ccccc3)n2)c1	.	25%	22%	34%	-0.1%	.	.	.	.	6.1%	-13%	.
Cc1cc(=O)n2c(-c3ccccc3C)n[nH]c2n1	-6%	49%	-1%	-20%	-0.1%	0.0092	-0.19	0.27	-0.53	-3.4%	-1%	2%
Cc1cccc(NC(=O)CSCC(=O)NCc2cccc(C(F)(F)F)c2)c1	.	-8%	20%	15%	0.6%	.	.	.	.	5.6%	4%	.
Cc1ccccc1CSCCC(=O)NCCC1=CCCCC1	24%	-30%	-10%	-23%	-0.3%	-0.46	-0.16	0.36	0.69	-4.7%	-5%	4%
NS(=O)(=O)c1ccc(NC(=S)N2CCN(C(=O)C3CCCO3)CC2)cc1 (stereo not drawn)	.	-6%	2%	-30%	0.0%	.	.	.	.	0.5%	-29%	.
CC(C)c1nnc(NC(=O)CCC(=O)N2CCN(c3ccccn3)CC2)s1	-10%	21%	8%	7%	0.4%	0.41	-0.11	-0.37	-0.68	0.1%	-32%	8%
CC(C)CC(NC(=O)C(Cc1ccc(OCc2ccccc2)cc1)NC(=O)OC(C)(C)C)C(N)=O (stereo not drawn)	0%	-8%	16%	21%	-0.2%	-0.73	-0.23	-0.63	0.44	-3.1%	-3%	7%
O=C1COc2ccc(S(=O)(=O)N3CCN(c4ccccc4F)CC3)cc2N1	.	4%	22%	1%	0.7%	.	.	.	.	0.8%	7%	.
CCOC(=O)Cn1c(C)nc2ccccc21	-4%	6%	-4%	-5%	0.2%	0.18	-0.04	0.4	0.066	-0.5%	-7%	2%
c1cnc(N2CCN(c3cnccn3)CC2)nc1	-5%	-29%	-8%	-13%	-0.2%	0.049	-0.26	0.86	-1.1	1.1%	-17%	0%
CN(C(=O)CSc1nc(-c2ccccc2)c(-c2ccccc2)o1)C1CCS(=O)(=O)C1 (stereo not drawn)	6%	22%	12%	-24%	-0.2%	-0.86	0.043	-0.3	0.31	-3.8%	-9%	5%
COc1ccc([C@H]2[C@H](C(=O)C(C)(C)C)N3N=Cc4ccccc4C3[C@]23N=C(c2ccccc2)OC3=O)cc1 (stereo partly drawn)	4%	-17%	4%	8%	0.4%	-0.22	-0.19	-0.95	0.64	-2.8%	7%	7%
O=C(O)c1ccc(NC2=Nc3cccc4cccc2c34)cc1	2%	-30%	-5%	-14%	-0.2%	-0.22	0.6	0.62	-0.75	9.6%	26%	-1%
COCCNC(=O)c1ccc(NS(C)(=O)=O)cc1	-11%	-59%	2%	23%	-0.1%	0.36	-0.27	0.19	0.11	4.4%	6%	-3%
Cn1c(=O)cc(N)n(Cc2ccccc2)c1=O	-3%	-3%	1%	-23%	-0.3%	0.52	-0.24	0.62	0.23	-0.5%	-2%	-1%
CCCCNC(=O)CC1NCCNC1=O (stereo not drawn)	-1%	0%[20 µM]	8%	-13%	-0.1%	0.66	-0.23	0.86	-1.2	-5.2%	-4%	5%
O=C1COc2ccc(C(=O)COC(=O)Cn3cnc4ccccc43)cc2N1	18%	-6%	-18%	11%	-0.2%	1.5	-0.13	1.3	-0.46	-3.5%	5%	2%
CCOC(=O)C1CC(c2ccc(Cl)cc2)=NNC1=O (stereo not drawn)	7%	-3%	5%	-6%	-0.3%	-0.49	-0.38	0.067	0.31	0.3%	-1%	20%
Cc1nnc(SCC(=O)NCc2ccc(Cl)cc2)[nH]c1=O	23%	-20%	-12%	-17%	0.2%	-0.38	2.4	0.96	-0.37	5.5%	-2%	0%
C=CCNC(=O)/C(=C\C=C\c1ccccc1)NC(=O)c1ccccc1Cl	0%	8%	10%	-19%	0.1%	1.8	-0.17	0.91	-1.4	8.6%	-4%	3%
COc1cc(NC(=O)CSc2nnc3c(n2)[nH]c2ccc(S(=O)(=O)NC(C)C)cc23)cc(OC)c1OC	12%	-15%	16%	-19%	0.1%	1.1	-0.1	0.26	-0.15	-2.8%	10%	2%
COc1ccc(NC(=O)CCCn2c(=O)oc3ccccc32)cc1Cl	22%	-21%	-34%	-21%	1.1%	-0.71	-0.22	-0.098	1.4	1.1%	-1%	7%
O=C(N/N=C/c1ccoc1)c1cc(O)cc(O)c1	.	1%	-3%	-8%	-0.1%	.	.	.	.	1.3%	18%	.
COc1cccc(NC(=O)c2cccc(N3C(=O)C4C5C=CC(C5)C4C3=O)c2)c1 (stereo not drawn)	.	-15%	9%	-6%	-0.2%	.	.	.	.	0.2%	10%	.
COC(=O)c1ccc(NC(=O)CSc2nnc(CNc3ccc(F)cc3)n2C)cc1	-1%	4%	11%	5%	-0.1%	-0.5	-0.18	-0.19	0.29	-6.1%	-9%	4%
Clc1ccc(CN2CCC(c3nc4ccc(Cl)cc4[nH]3)CC2)cc1	-8%	-22%	15%	10%	0.2%	-0.13	-0.2	-0.091	0.55	16%	-4%	-2%
C=CCn1c(O)c(C=Nc2ccccc2)sc1=S	6%	29%[20 µM]	-33%	-34%	0.0%	-0.84	-0.27	-0.21	0.52	-2.3%	22%	0%
Nc1cccc(-c2cc(-c3ccccc3)nc(-c3cccc(N)c3)n2)c1	9%	-5%	0%	-33%	-0.2%	-1.1	-0.16	-0.98	0.21	-1.9%	31%	12%
CC(=O)N1CC(C)Oc2ccc(S(=O)(=O)NC(CC(=O)O)c3ccccc3)cc21 (stereo not drawn)	.	0%	2%	-5%	-0.2%	.	.	.	.	-3.2%	8%	.
CCOc1ccccc1C(=O)Nc1cccc(-c2nnc(-c3ccccc3)o2)c1	4%	-26%	10%	-53%	0.1%	-0.23	-0.13	-0.23	-0.43	5.0%	8%	0%
Nc1c(N2CCCCC2)c2ccccc2oc1=O	5%	-24%	-1%	-15%	0.2%	-0.64	-0.37	-0.55	0.6	-1.2%	-5%	-1%
CCC(C)C(NC(=O)C1CCC(C)CC1)C(=O)NC(C(=O)OC)C(C)C (stereo not drawn)	6%	3%	7%	-27%	-0.2%	-0.37	-0.064	0.41	0.84	0.9%	7%	-1%
CC1=NN(C(=O)c2ccccc2-n2cccc2)C(O)(C(F)(F)F)C1 (stereo not drawn)	17%	14%	0%	-28%	-0.2%	0.51	-0.21	0.28	-0.77	-0.7%	8%	-6%
CC1CN(C2=NC(=O)/C(=C/c3ccncc3)S2)CC(C)O1 (stereo not drawn)	15%	-10%	-5%	-5%	0.0%	-1.1	-0.15	-0.55	0.95	4.1%	-1%	12%

Retrieved by structure from above (2):
SMILES	P. falciparum M17LAP	KOR beta-arrestin-1	NOD2 inhibition	NOD1 NF-kB reporter	GPR55 activation	Dynein cargo inh	Dynein cargo inh cytoplasmic EGFP	Dynein cargo inh nuclear GR-EGFP	Dynein cargo inh cell count	KOR beta-arrestin-2	AID2073	M1AAP inhibition
CCC(C)C(NC(=O)C1CCC(C)CC1)C(=O)NC(C(=O)OC)C(C)C (stereo not drawn)	6%	3%	7%	-27%	-0.2%	-0.37	-0.064	0.41	0.84	0.9%	7%	-1%
C=CCNC(=O)/C(=C\C=C\c1ccccc1)NC(=O)c1ccccc1Cl	0%	8%	10%	-19%	0.1%	1.8	-0.17	0.91	-1.4	8.6%	-4%	3%

Only Dynein cargo inh cytoplasmic EGFP, KOR beta-arrestin-2 and M1AAP inhibition (two entries from above):
| SMILES | Dynein cargo inh cytoplasmic EGFP | KOR beta-arrestin-2 | M1AAP inhibition |
| --- | --- | --- | --- |
| C=CCn1c(O)c(C=Nc2ccccc2)sc1=S | -0.27 | -2.3% | 0% |
| Nc1cccc(-c2cc(-c3ccccc3)nc(-c3cccc(N)c3)n2)c1 | -0.16 | -1.9% | 12% |
